From PubChem BioAssay
HEK293 tox = cytotoxic in the GLP-1 receptor inverse agonist counter-screen; actives 0.13% (n = 410,000); Potency, µM (highest dose often 38.3 µM), inactives show at the highest dose activity change, negative = inhibition, hits mostly inhibitors; HEK293 cAMP-luciferase reporter cells, luminescence, 24 h;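 note: loss of luciferase light is scored as toxicity; potency is the fitted concentration of half-maximal effect; % is set by controls: 0 for no effect and ±100 for the full control effect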
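MLSMR compounds, 24 hr on cells at 37 deg C/5% CO2; luminescence after luciferase reagent (12 min RT). Inhibition counted as the undesired cytotoxic outcome.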
Mm-Cpn inhibitor = inhibitors of Methanococcus maripaludis chaperonin (MmCpn); AID 504842; Potency, µM (highest dose often 76.9 µM), for the others: at the highest dose activity, negative = inhibition, hits mostly inhibitors; actives 0.031% (n = 330,000); purified Mm-Cpn ATPase, ADP Transcreener TR-FRET; note: potency is the fitted concentration of half-maximal effect; % is set by controls: 0 for no effect and ±100 for the full control effect; nearly all actives have a fitted effect of over 80% in size
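Purified archaeal Mm-CPN (25nM final) preincubated 10 min at 37degC with compound, then 10uM ATP for 30 min at 37degC; ADP measured by HTRF Transcreener TR-FRET; buffer 30 mM TRIS pH 7.4, 100mM KCl, 5mM MgCl2, 1mM DTT.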
PTHR1 ag = agonists of human PTHR1 parathyroid hormone receptor | HEK293 GP2 PTHR1 cells, GloSensor cAMP luminescence, 1 h | Potency, µM (series often up to 115 µM), without a hit: at the top dose activation, hits mostly activators | actives 0.075% (n = 410,000); note: potency is the fitted concentration of half-maximal effect; nearly all actives have a fitted effect of over 55% in size; some results filed as inactive show a strong effect at the top dose; inactives centre near -15; many of its hits are not listed in these tables
Target sequence (Q03431 whole entry, looked up): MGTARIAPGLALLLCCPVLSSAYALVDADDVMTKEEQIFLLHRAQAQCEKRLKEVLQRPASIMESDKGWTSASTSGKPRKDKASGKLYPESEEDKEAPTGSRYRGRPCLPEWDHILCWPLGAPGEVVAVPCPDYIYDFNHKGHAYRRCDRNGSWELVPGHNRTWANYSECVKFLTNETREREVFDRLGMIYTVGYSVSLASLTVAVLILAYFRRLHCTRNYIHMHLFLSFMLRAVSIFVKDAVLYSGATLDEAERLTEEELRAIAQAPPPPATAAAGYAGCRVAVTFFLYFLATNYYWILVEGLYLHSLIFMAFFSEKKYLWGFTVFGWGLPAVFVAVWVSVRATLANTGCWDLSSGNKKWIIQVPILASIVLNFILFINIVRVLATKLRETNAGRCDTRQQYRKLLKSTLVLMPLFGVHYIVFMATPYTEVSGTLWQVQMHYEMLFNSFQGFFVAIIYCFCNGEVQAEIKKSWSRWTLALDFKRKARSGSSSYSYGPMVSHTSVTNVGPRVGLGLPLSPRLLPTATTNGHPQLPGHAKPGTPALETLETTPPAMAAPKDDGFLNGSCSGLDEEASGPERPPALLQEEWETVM
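HEK-293-derived GP2 cells expressing PTHR1 and a GloSensor cAMP reporter, 3,000/well, plated overnight, given luciferin plus IBMX (each 0.5 mM as added) for 1 h at 37 °C, then compound for 1 h at 37 °C. Luminescence was read after 15 min at room temperature.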
TDP-43 yeast inh = inhibitors of TDP-43 toxicity in yeast. Potency, µM (top dose mostly 46.1 µM), for the others: at the highest dose growth rescue (activation), most hits filed as activators. TDP-43 expressing yeast growth rescue, BacTiter-Glo, 24 h. actives 1.8% (n = 410,000); note: potency is the fitted concentration of half-maximal effect; % of control where 0% means no effect; nearly all actives have a fitted effect of over 50% in size
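Cell-based yeast growth screen: TDP-43 expression induced in galactose, inoculum OD600=0.02 after raffinose pregrowth to mid-log. Read-out BacTiter-Glo luminescence at 24 hr, 30 deg C; inhibition of toxicity seen as signal increase.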
FUS yeast rescue = suppressors of FUS proteinopathy in yeast | S. cerevisiae FUS-expressing, growth rescue, OD600, 24 h | Potency, µM (top dose mostly 76.6 µM), without a hit: at the top dose growth rescue (activation), usual class: activators | actives 0.24% (n = 390,000);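 note: potency is the fitted concentration of half-maximal effect; plate controls were DMSO vehicle for no effect and reference control for full effect; nearly all actives have a fitted effect of over 55% in size; some results filed as inactive show a strong effect at the top dose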
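Restored growth of FUS-toxic S. cerevisiae, read as 600 nm absorbance after 24 h at 30C in galactose medium (starting OD 0.005). Controls CP55940 and DMSO.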
aSyn rescue = rescues yeast growth from alpha-synuclein toxicity; Yeast expressing alpha-synuclein, growth rescue, BacTiter-Glo, 24 h; Potency, µM (titrated, usually from 46.1 µM), inactives show top-dose growth rescue (activation), actives largely listed as activators; actives 0.14% (n = 370,000); note: potency is the fitted concentration of half-maximal effect; % of control where 0% means no effect; nearly all actives have a fitted effect of over 65% in size
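Galactose-induced alpha-syn yeast (OD600=0.02, raffinose-pregrown) + pinned cpd, 24 hr, 30 deg C; growth by BacTiter-Glo luminescence. Growth restoration scores as activation.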
Abeta rescue = A-beta toxicity reversal in yeast | yeast expressing A-beta42, growth rescue, OD600, 48 h; response scale: 0% DMSO, 100% iron-clioquinol control | Potency, µM (doses to about 46.1 µM), inactives show at the highest dose growth rescue, actives largely listed as activators | actives 0.063% (n = 410,000); note: potency is the fitted concentration of half-maximal effect; nearly all actives have a fitted effect of over 55% in size
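Growth rescue measured by 600 nm absorbance after 48 h yeast culture at 30 C with compound. Values normalized between DMSO and an equimolar ferric chloride plus clioquinol control.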
Akt phos inh = inhibitors of Akt phosphorylation; activity change, % for hits at 50 µM; Neuro2A IGF-stimulated pAkt S473 HTRF, 20 min; active compounds read low; actives 0.32% (n = 360,000); in the data active = activity change below about -80%; inconclusive = mostly about -51% to -80%; note: % is set by controls: 0 for no effect and ±100 for the full control effect
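Single-point screen (50 µM final compound) in Neuro2A cells stimulated 20 min with 6 nM IGF at 37 deg C. After lysis, Ser473-phosphorylated Akt read by HTRF (ex 330 nm, em 615/665 nm) as the 665/615 ratio.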
GLP-1R inv ag = inverse agonists of human GLP-1 receptor; actives 1.6% (n = 410,000); HEK293 GLP-1R CRE-luciferase, luminescence, 24 h; GLP-1R form is constitutively active; Potency, µM (doses to about 38.3 µM), for the others: at the highest dose activity change, negative = inhibition, most hits filed as inhibitors; AID 624417; note: potency is the fitted concentration of half-maximal effect; % is set by controls: 0 for no effect and ±100 for the full control effect; nearly all actives have a fitted effect of over 55% in size
Target sequence (P43220 whole entry, looked up): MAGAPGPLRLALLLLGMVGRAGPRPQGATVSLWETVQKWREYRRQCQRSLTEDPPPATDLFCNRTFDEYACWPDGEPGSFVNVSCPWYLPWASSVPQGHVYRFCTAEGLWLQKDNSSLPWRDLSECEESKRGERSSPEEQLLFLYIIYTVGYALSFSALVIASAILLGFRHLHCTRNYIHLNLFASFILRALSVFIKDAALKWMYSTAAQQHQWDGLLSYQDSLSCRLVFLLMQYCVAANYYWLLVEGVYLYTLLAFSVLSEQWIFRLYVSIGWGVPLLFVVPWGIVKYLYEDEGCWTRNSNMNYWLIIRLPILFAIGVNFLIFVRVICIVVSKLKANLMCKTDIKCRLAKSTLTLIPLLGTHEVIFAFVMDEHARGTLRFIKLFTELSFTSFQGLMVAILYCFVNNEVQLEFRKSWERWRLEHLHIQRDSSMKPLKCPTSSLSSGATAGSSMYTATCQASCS
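Inverse agonists were sought by their lowering of basal cAMP reporter luciferase output in HEK293 cells stably carrying constitutively active human GLP-1R, after 24 h compound treatment.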
* marks the source's active call; other numbers are inactive results; i = inactive; u = inconclusive; x = no result given; [ ] = dose if it differs, or a comment. Unless noted, calls come from the whole dose curve; as a rule, active = well fitted curve in the direction sought with a large enough effect; inconclusive = small, poorly fitted or top-dose-only effect, or another doubt; inactive = no such curve, though single readings can be large; an effect the other way counts as inactive or inconclusive. Only part of the results is shown; count on the stated rates, not on these rows.

SMILES	HEK293 tox	Mm-Cpn inhibitor	PTHR1 ag	TDP-43 yeast inh	FUS yeast rescue	aSyn rescue	Abeta rescue	Akt phos inh	GLP-1R inv ag
CC1(C(=O)NS(=O)(=O)c2cccc(C#N)c2)CCN1C(=O)c1cccc2ccccc12 (configuration not stated)	3%	x	2%	-6%	-21%	-14%	-1%	x	-18%
Cc1nnc(-c2ccc(N3CCOCC3)c([N+](=O)[O-])c2)o1	-23%	-1%	i	21%	-8%	0%	-10%	i	33%[activator]
CNc1ccc(-c2nc(-c3ccccc3C)no2)cc1[N+](=O)[O-]	-3%	x	-13%	3%	14%	x	-20%	x	14%
CC1(C)Cc2nc3oc4c(SCC(N)=O)ncnc4c3cc2CO1	-10%	0%	-1%	-6%	12%	-3%	1%	i	3%
COc1ccc(-n2c(C)c(C(C)=O)c3cc(OCC(N)=O)ccc32)cc1	-4%	0%	-1%	7%	13%	6%	11%	i	32%[activator]
Oc1ccc(-c2[nH]ncc2-c2cnn(-c3ccccc3)c2)c(O)c1	5%	u	-9%	14%	5%	0%	9%	i	4%
O=S(=O)(c1ccccc1)N(c1ccccc1)S(=O)(=O)c1ccccc1	-3%	x	-5%	0%	x	0%	19%	i	u
Cc1ccc(S(=O)(=O)N2CCCCC2)cc1NC(=O)CCOc1ccccc1	4%[1.53 µM]	1%	-16%	-1%	14%	-5%	12%	i	u
CC1CCCCN1C(=O)CCS(=O)(=O)c1cccc2nonc12 (configuration not stated)	9%	2%	-9%	18%[9.22 µM]	14%	-1%	-9%	i	4%
Cc1cccc(C)c1NC(=O)C(c1ccccc1)N1CCC2(CC1)OCCO2 (configuration not stated)	10%	x	-24%	-18%	8%	-3%	-14%	i	-11%
CCC1(C(=O)OC)NC(c2cccc(F)c2)C2C(=O)N(C)C(=O)C21 (configuration not stated)	18%	x	-19%	-3%	-12%	2%	-9%	i	0%
CCCC(=O)Nc1nc2ccc(NC(=O)c3ccccc3F)cc2s1	10%[0.307 µM]	3%	i	19%	12%	-3%	9%	i	-23%[0.307 µM]
CCN(CCCNC(=O)c1nn(-c2ccc(OC)c(Cl)c2)c(=O)c2c1c1ccccc1n2C)c1cccc(C)c1	11%	x	-16%	3%	5%	x	-17%	x	9%
CC(C)C[C@@H]1NC(=O)[C@H](C(C)C)NC(=O)c2cc([N+](=O)[O-])cc(I)c2OCC[C@@H](C(N)=O)NC1=O	-12%	-4%	u	-24%	21%	-1%	-15%	i	14%
O=C(Cn1c(=O)cnc2ccccc21)Nc1cccc(S(=O)(=O)N2CCOCC2)c1	-10%	0%	-23%	28%	5%	1%	4%	i	-7%
O=S(=O)(c1cc(Cl)ccc1Cl)N1CCN(c2ccccn2)CC1	22%	0%	-40%	u	-17%	4%	11%	i	-28%
CCS(=O)(=O)N1CCCC(C(=O)NC2CCC(C)CC2)C1 (configuration not stated)	-3%	0%	i	1%	-2%	-3%	-1%	i	0%
CN(CC(=O)Nc1ccc(Cl)c(C(F)(F)F)c1)C(=O)C1CC(=O)N(C2CCCC2)C1 (configuration not stated)	-8%	-2%	-66%[inhibitor]	20%	22%	2%	7%	i	u
COc1ccc(C2=NS(=O)(=O)N(C)C(C(=O)NCc3ccc4c(c3)OCO4)=C2)cc1OC	-18%	0%	i	16%	44%	3%	6%	i	23%
O=C(NCc1cccc(Cl)c1)c1ccc2ccccc2n1	-8%	0%	i	u	21%	8%	-10%	i	u
Cn1ccnc1SCC(=O)c1ccc(F)cc1	4%	x	i	6%	-22%	-1%	6%	i	15%
CCCn1c(NC(=O)c2ccc(F)cc2)nc2ccccc21	-2%	-6%	i	0%	-1%	1%	-3%	i	14%
CNC[C@@H]1Oc2cc(Br)ccc2S(=O)(=O)N([C@@H](C)CO)C[C@@H]1C	1%	x	-18%	0%	-24%	1%	3%	i	4%
CCCCOc1ccc(C(=O)OC(C)CN(C)C)cc1 (configuration not stated)	1%	0%	i	9%	8%	10%	25%	i	-8%
CCNC(=S)Nc1ccc2c(c1)c(=O)n(C)n2Cc1ccc(Cl)cc1	-9%	x	-27%	29%	13%	-2%	-18%	i	8%
COC(=O)COc1ccc2c(c1)O/C(=C\c1cccc([N+](=O)[O-])c1)C2=O	16%	-1%	-18%	11%	-10%	2%	-9%	i	11%
O=C(Nc1ccc(Cl)c(C(F)(F)F)c1)C1CCCN(S(=O)(=O)c2cccc3cccnc23)C1 (configuration not stated)	1%	x	i	5%	-11%	x	-3%	x	42%
CCCc1nc(SCc2ccccc2Cl)n[nH]1	10%	2%	i	17%	21%	1%	u	i	u
CCCCNC(=O)Nc1ccccc1C(=O)Nc1ccc(OC)cc1	-12%	0%	i	0%	1%	1%	-5%	i	-14%
Cc1ccc(C(=O)N2CCN(c3ccc([N+](=O)[O-])c(NCc4ccco4)c3)CC2)cc1	u	0%	i	u	25%	-1%	-23%	i	-28%
OCCc1ccc(-c2ccc(Cl)cc2)o1	3%	-1%	-5%[57.5 µM]	u	12%	5%	-10%	i	1%
Brc1ccc(-c2nnc3sc(CN4CCCCC4)cn23)cc1	4%	x	-38%[inhibitor]	u	-18%	x	0%	x	6%
O=C(/C=C/c1ccc2c(c1)OCO2)Nc1cc(S(=O)(=O)N2CCOCC2)ccc1N1CCOCC1	8%	1%	i	0%	9%	-12%	-11%	i	6%
CC1=C(C)CC(C(=O)Nc2cccc(Cl)c2)C(C(=O)O)C1 (configuration not stated)	5%	-3%	u	12%	-7%	-6%	12%	i	-2%
CCc1ccc(-c2nc(CS(=O)CC(=O)NCCN3CCCCCC3)c(C)o2)cc1 (configuration not stated)	-26%	1%	i	-9%	21%	8%	-7%	i	11µM*
CC(CCc1ccccc1)NC(=O)CNC(=O)c1cccs1 (configuration not stated)	2%	-3%	i	5%	-22%	6%	-19%	i	16%
O=S(=O)(Cc1cc(Cl)nc(-c2ccccc2)n1)c1ccccc1	0%	-1%	-10%[57.5 µM]	-10%	2%	-8%	-14%	i	0%
Cc1ccc(CNC(=O)CSc2nnc(C)c3c(C)n(-c4ccccc4)nc23)cc1	-23%	x	-16%	6%	-4%	x	-33%	x	-20%
Cc1ccc(-c2nc(CS(=O)CC(=O)NCCN3CCCC3)c(C)o2)cc1 (configuration not stated)	-5%	-4%	-8%	-5%	-5%	-1%	1%	i	-12%
NS(=O)(=O)c1ccc(CCNC(=O)CSc2nc3ccsc3c(=O)n2CCCCCC(=O)O)cc1	11%	2%	u	-10%[1.82 µM]	15%	-2%	-9%	i	11%

Complete entries, quoted from the list:
Cc1ccc(-c2nc(CS(=O)CC(=O)NCCN3CCCC3)c(C)o2)cc1 (configuration not stated) reads HEK293 tox = -5%; Mm-Cpn inhibitor = -4%; PTHR1 ag = -8%; TDP-43 yeast inh = -5%; FUS yeast rescue = -5%; aSyn rescue = -1%; Abeta rescue = 1%; Akt phos inh = i; GLP-1R inv ag = -12%
OCCc1ccc(-c2ccc(Cl)cc2)o1 reads HEK293 tox = 3%; Mm-Cpn inhibitor = -1%; PTHR1 ag = -5%[57.5 µM]; TDP-43 yeast inh = u; FUS yeast rescue = 12%; aSyn rescue = 5%; Abeta rescue = -10%; Akt phos inh = i; GLP-1R inv ag = 1%

Entries listed so far shown as hits in GLP-1R inv ag:
Molecule	Mm-Cpn inhibitor	PTHR1 ag	Akt phos inh	GLP-1R inv ag
CCc1ccc(-c2nc(CS(=O)CC(=O)NCCN3CCCCCC3)c(C)o2)cc1 (configuration not stated)	1%	i	i	11µM*

Continuation:
SMILES	HEK293 tox	Mm-Cpn inhibitor	PTHR1 ag	TDP-43 yeast inh	FUS yeast rescue	aSyn rescue	Abeta rescue	Akt phos inh	GLP-1R inv ag
CCNC(=O)C1(C)CCN(C(=O)C(c2ccccc2)c2ccccc2)C1 (configuration not stated)	2%	x	-22%	21%	-11%	-2%	-8%	i	2%
COc1cccc2c(=O)cc(C)n(CC(=O)Nc3ccc(C)c(C)c3)c12	-11%	1%	-76%[inhibitor][57.5 µM]	6%	-14%	3%	11%	i	u
COc1ccc(NC(=O)c2ccc3c(c2)S(=O)(=O)c2ccccc2C3=O)cc1	-33%	x	-22%	11%	-3%	-11%	-22%	i	15%
CCCN1CCN(CCCNC(=O)c2cnn(-c3ccc(C)cc3)c2-n2cccc2)CC1	1%	x	10%	-13%	7%	x	-10%	x	-7%
O=S(=O)(Nc1ccc(N2CCOCC2)cc1)c1cc(Cl)ccc1Cl	1%	0%	-33%	14µM*	-17%	15%	18%	i	16%
COc1ccccc1CN1CC(C(=O)N(CCO)Cc2cccs2)CCC1=O (configuration not stated)	0%	1%	i	-3%	-5%	-1%	2%	i	16%
CCN(CC)S(=O)(=O)c1ccc(N2CCCC2)c(NS(=O)(=O)c2ccccc2)c1	17%	0%	i	0%	x	-6%	0%	i	-16%
CC(C)(C)C(=O)CSc1nc2ccccc2o1	-2%	0%	-14%	22%	1%	5%	-2%	i	-29%
Cc1ccc(OCCC(=O)OCC(=O)NCc2ccccc2)cc1	-8%	1%	u	-6%	5%	10%	-10%	i	0%
CC(=O)Oc1ccc2ccccc2c1C(NC(=O)Cc1ccccc1)c1ccccc1 (configuration not stated)	u	1%	i	4%	u	19%	4%	i	u
CC(C)c1ccc(Nc2ncnc3c2nc2n3CCCC2)cc1	2%	x	-34%[inhibitor]	14µM*	-3%	x	-24%	x	-18%

Taken from above:
`COc1ccc(NC(=O)c2ccc3c(c2)S(=O)(=O)c2ccccc2C3=O)cc1` in FUS yeast rescue: -3%
`O=S(=O)(Nc1ccc(N2CCOCC2)cc1)c1cc(Cl)ccc1Cl` in aSyn rescue: 15%
`CCNC(=O)C1(C)CCN(C(=O)C(c2ccccc2)c2ccccc2)C1` (configuration not stated) in PTHR1 ag: -22%
